TRPC4 act – TRPC4 (mouse) channel activation. HEK293 TRPC4beta/mu-opioid, Fluo4 calcium fluorescence; hits give high values. B-score at 10 µM. actives 0.49% (n = 310,000). AID 2237;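 active means B-score above 5 SD of library B-scores, and initial fluorescence ratio not above library mean plus 5 SD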;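 further: positive B-score marks a calcium rise read as TRPC4 activation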
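Assay system: HEK293 stable line with TRPC4beta plus mu-opioid receptor. Times: dye 45 min RT, read 110 s. Measured by: kinetic Fluo4 calcium fluorescence. Measure: B score of integrated ratio. Controls: assay buffer as low control, maximal DAMGO as high control.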
TRPC4 potent – allosteric potentiators of mouse TRPC4 channel | HEK293 TRPC4beta/mu-opioid, DAMGO EC20, Fluo-4 Ca2+ flux; hits give high values | B-score at 10 µM | Q9QUQ5 | AID 2227 | actives 0.42% (n = 310,000);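 active means B-score of calcium response area above 5 SD of library B-scores, with initial fluorescence ratio within 5 SD of library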;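 further: B-score of integrated fluorescence ratio over time as area under calcium response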
MrgX1 antagonist – human MrgX1 receptor antagonism, primary screen. Q96LB2. B-score at 10 µM. actives 1.3% (n = 310,000). MRGX1-HEK293 calcium flux, Fluo-4, BAM8-22 antagonism; hits give low values;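 active means calcium-response B-score plate-corrected more than 3 library SD below zero, starting fluorescence within 5 deviations, no agonist response on first addition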;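 further: peak minus trough fluorescence over baseline after final BAM8-22 challenge near maximal dose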
Target sequence (Q96LB2 whole entry, looked up): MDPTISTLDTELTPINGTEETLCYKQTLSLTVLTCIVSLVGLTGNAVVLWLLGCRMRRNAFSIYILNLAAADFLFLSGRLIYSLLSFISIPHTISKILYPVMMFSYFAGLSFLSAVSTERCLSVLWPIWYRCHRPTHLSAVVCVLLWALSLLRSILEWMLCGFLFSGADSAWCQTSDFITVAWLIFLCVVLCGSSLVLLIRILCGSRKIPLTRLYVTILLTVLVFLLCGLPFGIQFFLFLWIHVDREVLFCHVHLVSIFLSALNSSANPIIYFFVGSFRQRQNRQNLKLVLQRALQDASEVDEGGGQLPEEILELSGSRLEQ
TMEM16A inh – inhibitors of mouse TMEM16A calcium-activated chloride channel. Q8BHY3. HEK293 TMEM16A/YFP iodide influx fluorescence, ionomycin. normalized B-score (activity score, 25-100; higher = stronger inhibition) at 10 µM. actives 1.2% (n = 310,000). AID 588511;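 active means ratio plate-corrected score three or more library SD toward inhibition, starting fluorescence score within five deviations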;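 further: score derived from kinetic fluorescence span divided by baseline fluorescence per well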
RGS4 block – inhibitors of human RGS4; HEK293 M3R/RGS4 inducible, Fluo-4 calcium flux; hits give high values; triggered by carbachol at its EC20; B-score at 10 µM; actives 0.45% (n = 310,000);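 active means B-score, a plate-corrected calcium signal, over three deviations above library mean, with baseline fluorescence within five deviations of library mean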;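 further: RGS4 expression induced by doxycycline in cells with stable M3 receptor; B-score is computed from the integrated fluorescence ratio over baseline after carbachol; higher B-score means a larger calcium signal and so more RGS4 inhibition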
Target sequence (P49798 whole entry, looked up): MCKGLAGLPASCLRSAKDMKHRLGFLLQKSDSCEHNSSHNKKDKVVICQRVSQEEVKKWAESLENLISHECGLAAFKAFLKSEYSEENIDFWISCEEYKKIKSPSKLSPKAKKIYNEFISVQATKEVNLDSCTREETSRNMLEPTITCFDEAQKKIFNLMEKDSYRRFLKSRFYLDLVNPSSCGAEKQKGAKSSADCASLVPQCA
TRPC6 activator – mouse TRPC6 channel activation; HEK293-TRPC6 membrane potential dye fluorescence; hits give high values; AID 2550; B-score at 10 µM; actives 0.13% (n = 310,000);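 active means B-score of the integrated fluorescence ratio above library mean plus 3 SD, and starting fluorescence ratio within library mean plus 5 SD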;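 further: higher score means more depolarization so channel activation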
TRPC6 inh – blocks the mouse TRPC6 cation channel; AID 2553; HEK293-TRPC6, membrane potential dye, ACh-evoked depolarization; hits give low values; B-score at 10 µM; Q61143; actives 1.1% (n = 310,000);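 active means B-score under library mean minus 3 SD, initial fluorescence not abnormally high, positive integrated signal ratio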;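 further: B-score derived from integrated fluorescence ratio over the kinetic read; more negative B-score means stronger inhibition of depolarization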
TRPC4 inh – blocks the mouse TRPC4 cation channel; Q9QUQ5; HEK293 TRPC4beta/mu-opioid, DAMGO-evoked Fluo4 calcium flux; hits give low values; B-score at 10 µM; actives 0.39% (n = 300,000);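 active means B-score over 3 SD under the library average, no early fluorescence shift, positive overall ratio signal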
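Test system – stable TRPC4beta/mu-opioid receptor HEK293 cells · Probe or stimulus – DAMGO, a submaximal dose followed by a maximal one · Dosing – one concentration per compound · Signal – Fluo4 calcium fluorescence by kinetic imaging, 5 s 1 Hz baseline · Evaluation – per-well B score of integrated baseline-normalized Fluo4 ratio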
MrgX1 ag – human MrgX1 receptor agonism, primary screen. MrgX1-HEK293 cells, Fluo-4 calcium fluorescence, agonist mode; hits give high values. AID 588627. B-score at 10 µM. Q96LB2. actives 0.44% (n = 310,000);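 active means calcium response B-score plate-corrected fluorescence ratio at least 3 library SD, with starting fluorescence B-score inside 5 SD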
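System: HEK293 cells stably expressing human MrgX1 receptor; Dosing: test compound in the initial addition of three; Schedule: overnight plating, then 30 min 37 °C plus 30 min room-temperature dye loading; Detection: kinetic calcium dye fluorescence, Fluo-4 NW; Controls: per-plate positive and negative controls for Z′ factor.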
TMEM16A act – activators or potentiators of mouse TMEM16A chloride channel | Q8BHY3 | HEK293 TMEM16A/YFP-H148Q/I152L, iodide quench fluorescence; hits give low values | B-score at 10 µM | actives 0.3% (n = 340,000);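 active means fluorescence-ratio B-score plate-corrected deviation score at least 3 library SD below zero, with starting fluorescence score within 5 deviations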;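 further: channel opened by trigger with iodide after compound preincubation; score built on the fluorescence ratio of max minus min over baseline; more negative score means more quench and so TMEM16A activation or potentiation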
MrgX1 PAM – human MrgX1 positive allosteric modulation, primary screen; Q96LB2; actives 0.63% (n = 310,000); MrgX1-HEK293, Fluo-4 calcium flux, FDSS; hits give high values; B-score at 10 µM;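 active means plate-corrected calcium response at least 3 library SD above typical, normal starting fluorescence, not activating the receptor alone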;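 further: compound read alongside a low EC10 to EC30 dose of BAM8-22 agonist; peak minus trough fluorescence over baseline measured at the second addition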
Active calls of the source: *; i = inactive; . = no result given.

Structure | TRPC4 act | TRPC4 potent | MrgX1 antagonist | TMEM16A inh | RGS4 block | TRPC6 activator | TRPC6 inh | TRPC4 inh | MrgX1 ag | TMEM16A act | MrgX1 PAM
COCCCNC(=O)c1ccc2c(c1)ncn2-c1ccc(C)cc1C | i | i | i | i | i | i | i | i | i | i | i
O=C(OCCN1CCCCC1)c1cc2ccccc2o1 | i | i | i | i | i | i | i | i | i | i | i
O=C(O)C1C2CCC(O2)C1C(=O)Nc1cnn(Cc2ccccc2)c1 (stereo not given) | i | i | i | i | i | i | i | i | i | i | i
CC(C)(C)NC(=O)c1ccc(C(=O)NC(C)(C)C)cc1 | i | i | . | . | i | i | i | i | . | . | .
O=C(CSc1nnc(-c2ccccc2)o1)NC1CCS(=O)(=O)C1 (stereo not given) | i | i | i | i | i | i | i | i | i | i | i
CC(C)(CO)CNC(=O)CCc1nnc(C2(c3ccc(Cl)cc3)CCC2)o1 | i | i | i | i | i | i | i | i | i | i | i
COc1ccc(/C=C/C(=O)c2ccc3c(c2)OCO3)c(OC)c1 | i | i | i | i | i | i | i | i | i | i | i
CC12CCC(C/C1=N/OC(=O)c1cccc([N+](=O)[O-])c1)C2(C)C (stereo not given) | i | i | i | i | i | i | i | i | i | i | 9.8*
Cc1ccc(C(O)(C(=O)NNS(=O)(=O)c2ccc(C)cc2)c2ccc(C)cc2)cc1 | i | i | i | i | i | i | i | i | i | i | i
O=S(=O)(c1cnc[nH]1)N1CCN(c2ccc(Cl)cc2)CC1 | i | i | i | i | i | i | i | i | i | i | i
C=CCn1c(SCC(=O)Nc2nnc(C)s2)nnc1C1CC1 | i | i | i | i | i | i | i | i | i | i | i
COc1ccccc1C(=O)Nc1cccc(NC(C)=O)c1 | i | i | i | i | i | i | i | i | i | i | i
COc1ccc(C(N)=S)cc1 | i | i | i | i | i | i | i | i | i | i | i
O=C(Nn1c(O)c(C=C2N=c3ccccc3=N2)sc1=S)c1ccccc1 | i | i | i | i | i | i | i | i | i | i | i
O=C(CSc1n[nH]c(=O)n1C1CC1)NCc1ccccc1 | i | i | i | i | i | i | i | i | i | i | i
O=C(COc1cccc(OC(F)F)c1)Nc1ccc(SC(F)F)cc1 | i | i | i | i | i | i | i | i | i | i | i
COc1ccc(N2C(=S)NC(C)(C)CC2(C)c2ccc(OC(C)=O)cc2OC(C)=O)cc1 (stereo not given) | i | i | -4.6* | i | i | i | i | i | i | i | i
CC(C)CC(=O)NS(=O)(=O)c1ccc(NC(=O)c2ccco2)cc1 | i | i | i | i | i | i | i | i | i | i | i
CCOC(=O)COc1cccc2c(=O)n(CC(=O)NCc3ccc(F)cc3)ccc12 | i | i | i | i | i | i | i | i | i | i | i
CCCCCOC(=O)Nc1ccc(S(=O)(=O)Nc2cccc([N+](=O)[O-])c2)cc1 | i | i | i | i | i | i | i | i | i | i | i
O=C(NCCNCc1ccccn1)c1ccco1 | i | i | i | i | i | i | i | i | i | i | i
CCc1nn(C(C)C(=O)NCCc2ccccc2)c(=O)c2cc3occc3n12 (stereo not given) | i | i | i | i | i | i | i | i | i | i | i
CCSc1ccccc1C(=O)N1CCC2(CC1)CC(=O)c1ccccc1O2 | i | i | i | i | i | i | i | i | i | i | i
COc1ccc(NC(=O)CSc2nccn2-c2ccccc2)cc1 | i | i | i | i | i | i | i | i | i | i | i
COc1ccccc1OCC(=O)Nc1ccc(N2CCCCC2)cc1 | i | i | i | i | i | i | i | i | i | i | i
CC(/C=N/Nc1nnc(C)c(=O)[nH]1)=C\c1ccccc1 | i | i | i | i | i | i | i | i | i | i | i
Cc1cnc(NC(=O)COc2ccccc2Cl)s1 | i | i | i | i | i | i | i | i | i | i | i
CC1CCCCC1NC(=O)C1CCCN(S(=O)(=O)c2ccc(-n3cnnn3)cc2)C1 (stereo not given) | i | i | i | i | i | i | i | i | i | i | i
O=C(NCCCN1CCOCC1)C(=O)N/N=C/c1ccccc1O | i | i | i | i | i | i | i | i | i | i | i
Cc1[nH]nc2cn[nH]c12 | i | i | i | i | i | i | i | i | i | i | i
CC(=O)CCc1c(C)c2cccc(C)c2[nH]c1=O | i | i | i | i | i | i | i | i | i | i | i
CN(CCC1CCCCO1)C(=O)CCc1nnc(CCc2ccccc2)o1 (stereo not given) | i | i | i | i | i | i | i | i | i | i | i
O=C(O)Cc1ccc(N=Cc2c(O)ccc3ccccc23)cc1 | i | i | i | i | i | i | i | i | i | i | i
CC1(C(=O)N/N=C/c2ccccc2)CC1(Cl)Cl (stereo not given) | i | i | i | i | i | i | i | i | i | i | i
CCC(=O)NCCc1nc2ccccc2[nH]1 | i | i | i | i | i | i | i | i | i | i | i
O=C(c1ccccc1)C(Nc1ccccn1)c1ccccc1 (stereo not given) | i | i | i | i | i | i | i | i | i | i | i
N#Cc1ccccc1S(=O)(=O)N1CCN(CC(O)COc2ccccc2F)CC1 (stereo not given) | i | i | i | i | i | i | i | i | i | i | i
C/C(=N/NC(=O)C(=O)N/N=C(/C)c1ccccc1)c1ccccc1 | i | i | i | i | i | i | i | i | i | . | i
O=C(Cc1cccs1)Nc1ccccc1-c1nc2ccccc2[nH]1 | i | i | i | i | i | i | i | i | i | . | i
COC(=O)c1ccc(CSc2nc(N3CCOCC3)c3c(c2C#N)CC(C)(C)OC3)o1 | i | i | i | i | i | i | i | i | i | i | i
CC(C)NC(=O)NC(=O)COC(=O)Cc1c(F)cccc1Cl | i | i | i | i | i | i | i | i | i | i | i
C=CCn1c(SCc2ccccc2C#N)nnc1-c1cc(Br)ccc1O | i | i | i | i | i | i | i | i | i | i | i
Cn1c(SCc2nc(-c3ccc(Br)cc3)no2)nnc1-c1ccco1 | i | i | i | i | i | i | i | i | i | i | i
O=C1CC(NCCc2ccccc2)C(=O)N1CCc1ccccc1 (stereo not given) | i | i | i | i | i | i | i | i | i | i | i
C#CCOCCOCCOCCNc1nc(N2CCN(C(=O)CCCCCCCCCCNC(=O)[C@H]([C@@H](C)CC)n3cc(CCCCN=C(N)N)nn3)CC2)nc(N2CCN(C(=O)CCCCCCCCCCNC(=O)[C@@H]([C@H](C)O)n3cc(C)nn3)CC2)n1 | . | . | i | 25* | . | . | . | . | i | -25* | i
CCCCCCCN1C/C=C\C(c2ccc(OC)cc2)N(Cc2ccc(F)cc2)C(=O)[C@H]1Cc1ccccc1 (stereo not given in full) | i | i | i | i | i | i | i | i | i | i | i
CC(=O)Nc1ccc(NC(=O)C(C)OC(=O)c2ccccc2NS(=O)(=O)c2cccs2)cc1 (stereo not given) | i | i | i | i | i | i | i | i | i | i | i
COc1cc(/C=C/C(=O)O)cc(S(=O)(=O)N2CCN(S(=O)(=O)c3ccc(Cl)cc3)CC2)c1OC | i | i | i | i | i | i | i | i | i | i | i
CNC(=O)C1CCN(S(=O)(=O)c2c(C)noc2/C=C/N(C)C)CC1 | i | i | i | i | i | i | i | i | i | i | i
COc1cc(C2C=C(Nc3ccccc3)C(=O)N2c2ccccc2)ccc1O (stereo not given) | i | i | i | i | i | i | i | i | i | i | i

Other records follow:
Structure | TRPC4 act | TRPC4 potent | MrgX1 antagonist | TMEM16A inh | RGS4 block | TRPC6 activator | TRPC6 inh | TRPC4 inh | MrgX1 ag | TMEM16A act | MrgX1 PAM
O=C(N/N=C/c1cccs1)c1ccc2c(c1)OCO2 | i | i | i | i | i | i | i | i | i | i | i
Cc1nc(NCCc2ccccc2)c2oc3ccccc3c2n1 | i | i | i | 25* | i | i | i | i | i | i | i
O=C(CCCC(=O)Nc1cccnc1)Nc1cccnc1 | i | i | i | i | i | i | i | i | i | i | i
CCCN1CNC(=S)N(c2ccccc2OC)C1 | i | i | i | i | i | i | i | i | i | i | i
N#CC(c1ccccc1)c1cccc(Cl)n1 (stereo not given) | i | i | i | i | i | i | i | i | i | i | i
Cc1cnc(C(=O)Nc2nnc(C(C)C)s2)cn1 | i | i | i | i | i | i | i | i | i | i | i
CCn1c(SCC(=O)Nc2c(C)n(C)n(-c3ccccc3)c2=O)nc2c1c(=O)n(C)c(=O)n2C | i | i | i | i | i | i | i | i | i | i | i
COc1cc(C(c2c(O)nc(SC)[nH]c2=O)c2c(O)nc(SC)[nH]c2=O)cc(OC)c1OC | i | i | -4.7* | i | i | i | i | i | i | i | i
COc1ccc(COC(=O)C2=C(C)NC(=O)NC2c2cc(Br)c(O)c(OC)c2)cc1 (stereo not given) | i | i | i | i | i | i | i | i | i | i | i
COc1ccc(/C=C/C(=O)Nc2nc(N)n(-c3ccccc3)n2)cc1 | i | i | i | i | i | i | i | i | i | i | i
CCOC(=O)N1CCN(C(=O)COc2cc(C)c(Cl)c(C)c2)CC1 | i | i | i | i | i | i | i | i | i | i | i
COc1ccc(C(=O)CN2C(=O)NC3(CCCc4ccccc43)C2=O)cc1OC (stereo not given) | i | i | i | i | i | i | i | i | i | i | i
N#Cc1ccc(C(=O)OCC(=O)Nc2ccc(S(N)(=O)=O)cc2)cc1 | i | i | i | i | i | i | i | i | i | i | i
C=CCc1cc(Cl)ccc1OCCCNC(C)C | i | i | i | i | i | i | i | i | i | i | i
Nc1ncnc(Nc2cc(C(F)(F)F)cc(C(F)(F)F)c2)n1 | i | i | i | i | i | i | i | i | i | i | i
COC(=O)CCCC(=O)N1CCC(n2nccc2NC(=O)CCOc2ccccc2)CC1 | i | i | i | i | i | i | i | i | i | i | i
COc1ccc(S(=O)(=O)N2CCC(CN3C(=O)c4cccc5cccc(c45)C3=O)CC2)cc1 | i | i | i | i | i | i | i | i | i | i | i
CCOc1ccc(N2C(=O)CC(NCC#N)C2=O)cc1 (stereo not given) | i | i | i | 25* | i | i | i | i | i | i | i

Compound activity: PubChem BioAssay, Johns Hopkins Ion Channel Center
